# High-throughput results deposited in PubChem by Fisher Drug Discovery Resource Center.
# NPYLR7 agonist: activates Aedes aegypti NPYLR7 receptor. HEK293T NPYLR7/Galpha15, GCaMP6s calcium fluorescence. activation, % at 10 µM. actives 0.15% (n = 270,000). AID 1259423; in the data active = activation above about 40%;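 also: 0% = vehicle and 100% = reference agonist at the receptor; some compounds past the cut are filed as inactive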
# mcGAS inh: blocks mouse cGAS activity | Q8C6L5 | recombinant cGAS, Kinase-Glo ATP depletion luminescence | inhibition, % at 12.5 µM | actives 0.15% (n = 160,000) | AID 1259399;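 also: 0% = negative control wells and 100% = reference inhibitor with no enzyme activity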
# hcGAS lum: inhibitors of human cGAS | Q8N884 | recombinant h-cGAS, ATP depletion, Kinase-Glo luminescence | inhibition, % at 12.5 µM | actives 0.081% (n = 290,000) | AID 1259398;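 also: 0% = vehicle reaction and 100% = reaction without DNA for no activity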
# Target sequence (Q8N884 whole entry, looked up): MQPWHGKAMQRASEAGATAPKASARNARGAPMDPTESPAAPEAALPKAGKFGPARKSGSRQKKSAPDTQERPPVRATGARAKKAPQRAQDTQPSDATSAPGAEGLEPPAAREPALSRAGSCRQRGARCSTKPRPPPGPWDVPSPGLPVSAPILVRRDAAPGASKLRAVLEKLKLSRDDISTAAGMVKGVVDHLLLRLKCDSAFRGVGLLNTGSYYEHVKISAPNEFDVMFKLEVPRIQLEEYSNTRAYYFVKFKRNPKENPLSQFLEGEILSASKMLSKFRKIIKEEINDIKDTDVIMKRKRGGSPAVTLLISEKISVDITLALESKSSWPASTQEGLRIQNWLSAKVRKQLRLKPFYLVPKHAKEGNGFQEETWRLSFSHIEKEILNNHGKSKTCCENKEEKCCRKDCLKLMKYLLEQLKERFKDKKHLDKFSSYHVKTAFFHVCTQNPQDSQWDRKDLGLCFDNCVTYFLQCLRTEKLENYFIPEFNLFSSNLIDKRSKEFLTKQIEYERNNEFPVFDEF
# Starred values were filed as active, the others as inactive; / = not tested or not shown; & = joins results of further samples. Rule as the data show it, unless noted: active = inhibition above about 40%; inactive = the rest.
SMILES | mcGAS inh | hcGAS lum | NPYLR7 agonist
CCc1cc(NCCCNS(C)(=O)=O)nc(-c2ccccn2)n1 | / | -5 | 5
CN(C)c1ccc(-c2nc3c(C(=O)NNc4cccc(Cl)c4)cccc3[nH]2)cc1 | -3 | -4 | -1
Cn1c(=NN=C2C3CC4CC(C3)CC2C4)sc2ccccc21 | -2 | -1 | -4
CCOC(=O)C1(CCOc2ccccc2)CCN(C(=O)Nc2ccccc2)CC1 | / | -8 | 4
O=C(CS(=O)(=O)Cc1ccccc1)N(Cc1ccco1)c1nc2c(F)cc(F)cc2s1 | -11 | -7 | -11
C/C(=N/Nc1nc(-c2ccc(Br)cc2)cs1)C(F)(F)F | -6 | -6 | -5
Cc1onc(-c2c(Cl)cccc2Cl)c1C(=O)Nc1cccc(C(F)(F)F)c1 | 0 | -6 | -5
Cc1ccc(-c2cc(C(=O)N(CCC(=O)NN3CCOCC3)CC(C)C)no2)cc1 | / | 3 | 5
O=C(CSCc1ccc(Cl)cc1)Nc1nc2c(s1)CCC2 | / | 4 | 3
CCC(C)N(CC(=O)N(Cc1cccn1Cc1ccccc1Cl)C1CCCCC1)S(=O)(=O)c1ccc(Cl)c([N+](=O)[O-])c1 (stereo not given) | 1 | -1 | -6
CCn1cc(C(=O)NC2(COC)CCCC2)c(C)n1 | -6 | -12 | /
COc1ccc(S(=O)(=O)c2cc3cc(Br)ccc3oc2=O)cc1OC | -4 | -9 | 8
CCc1nc(N(CCC(=O)NCCN2CCOCC2)CCc2ccccc2)c2ccc(Cl)cc2n1 | -7 | -1 | 8
c1ccc2[nH]c(Sc3nc4ccccc4n4cnnc34)nc2c1 | / | -5 | 4
Cc1ccccc1CN1CCC(CN(CC2CCCO2)C(=O)C2=NN(C)C(=O)CC2)CC1 (stereo not given) | -9 | 0 | 8
Cc1ccc(N2CCN(S(=O)(=O)N3CCC(C)CC3)CC2)c(C)c1 | -16 | -9 | -3
O=C(NCC1OCCc2ccccc21)c1cc(COc2c(F)cccc2F)on1 (stereo not given) | -11 | -8 | 13
O=C([C@@H]1C[C@@H]2C=C[C@H]1C2)N1CCOc2c(O)cc(-c3cccc(Cl)c3)cc2C1 | 1 | -2 | -2
CC(C)NC(=O)COC(=O)c1ccccc1CSC1=NCCS1 | / | 7 | 6
O=C1C(=Cc2ccccn2)SC(=S)N1c1cccnc1 | / | -3 | 8
CCC(C)NC(=O)c1nn(-c2ccc(C)c(Cl)c2)c(=O)n(Cc2ccccc2Cl)c1=O (stereo not given) | -2 | -5 | 15
Cc1ccc2[nH]c(=O)c(-c3noc(C(C)(C)C)n3)cc2c1 | / | -8 | 6
O=C(Cn1[nH]c(=O)c2ccccc2c1=O)N(Cc1ccsc1)C1CC1 | / | -3 | 1
CCc1nc2ccc(C(=O)N(CC)CCN(C)C)cn2c1N(C)C(=O)c1cccc(OC)c1 | -3 | -7 | 24
Cc1nn(-c2ccc(F)cc2)c2nc(Cc3ccccc3)nc(N3CCN(C(=O)CCCl)CC3)c12 | -5 | -2 | 16
Cc1ccc(N=c2oc3ccc(Br)cc3cc2C(N)=O)cc1 | -4 | 2 | -2
Cc1cc(C(=O)N2CCN(c3ncccc3C(=O)NCc3ccc4c(c3)OCO4)CC2)c(C)o1 | -7 | -1 | 16
COC(=O)C1=C(C)N=c2sc(=Cc3ccc(C)o3)c(=O)n2C1c1ccccc1 (stereo not given) | / | -7 | 6
N#CCc1c(C#N)c(N)nc(N(CCO)CCO)c1C#N | / | -8 | 4
CN(C)c1ccc(C=Cc2ccc3ccccc3[n+]2C)cc1 | -22 | -52 | 13
Cn1c(C(=O)O)cc(Br)c1C=O | / | 1 | 1
CCOC(=O)C1=C(C)N(C)C(=S)NC1c1ccc(NC(=O)c2ccc([N+](=O)[O-])cc2)cc1 (stereo not given) | -7 | -4 | 19
O=c1oc2ccc3ccccc3c2cc1-c1nnc(Nc2ccc(Br)cc2)s1 | / | -1 | 1
COc1ccc(C(=O)N2CCC(C(=O)Nc3cccc(-c4cccc(Cl)c4)c3)CC2)o1 | -8 | -4&-6 | 2&6
CCOCCCN(CC(=O)N(Cc1ccc(F)cc1)Cc1ccc(C)s1)C(=O)c1ccc(Cl)cc1 | -5 | -2 | 13
O=C(Nc1cccc(-c2cscn2)c1)C1CCN(Cc2cccnc2)CC1 | / | 0 | 0
CCS(=O)(=O)N1CC(=O)N(Cc2ccc3c(c2)OCO3)CC(O)C1 (stereo not given) | -5 | 0 | 20
O[C@@H]1CN(c2nccc3ccccc23)CC[C@H]1c1ccc2c(c1)OCO2 | / | -6 | 1
O=C(C1CCCCC1)N1CCN=C1SCc1cccnc1 | / | -7 | 0
CCCNc1nc2ccccn2c(=O)c1C=C1SC(=S)N(Cc2ccccc2)C1=O | -8 | -7 | -1
Ic1ccc(-c2nc(-c3ccncc3)no2)cc1 | -4 | -5 | 1
NS(=O)(=O)c1ccc(NC(=S)N2CCN(CCO)CC2)cc1 | / | 1 | 2
Cc1ccc(Nc2nnc(SCC(=O)NC(=O)Nc3ccc4c(c3)OCCO4)s2)cc1C | / | -4 | 5
CS(=O)(=O)c1ccc2nc(NC(=O)c3ccc4nc[nH]c4c3)sc2c1 | -5 | -8 | 0
Cc1ccc(CN2CC(C(=O)NC3CCOc4ccccc43)CC2=O)cc1 (stereo not given) | / | -1 | -4
COC(=O)[C@@H](N)Cc1ccc(O)c(O)c1 | -4 | -2 | 0
C#CCOc1ccc(C(=O)N2CCOCC2C#N)cc1 (stereo not given) | / | 6 | -9
CC(NC(=O)c1cc(S(=O)(=O)N2CCCC2)cn1C)c1ccc(Cl)cc1Cl (stereo not given) | / | -11 | 9
CC1CCN(c2ccc(N)cc2C(=O)NC(C)c2ccccc2)CC1 (stereo not given) | -8 | -1&-5 | 31&6
COc1ccc(Cl)cc1NS(=O)(=O)c1ccc(C)cc1C | / | -5 | -3

# Gathered by group: those above with an aryl thioether with sulfur outside any ring
SMILES | mcGAS inh | hcGAS lum | NPYLR7 agonist
c1ccc2[nH]c(Sc3nc4ccccc4n4cnnc34)nc2c1 | / | -5 | 4
Cc1ccc(Nc2nnc(SCC(=O)NC(=O)Nc3ccc4c(c3)OCCO4)s2)cc1C | / | -4 | 5

# Additional structures follow:
SMILES | mcGAS inh | hcGAS lum | NPYLR7 agonist
COC(=O)Cn1c(=NC(=O)CSCC(=O)Nc2nccs2)sc2cc(OC)ccc21 | / | -3 | 21
O=C(NCC1COc2ccccc2O1)N1CCCCCC1c1ccncc1 (stereo not given) | / | -2 | -2
COc1ccccc1OC1CN(C(=O)CCc2c(C)nn(C)c2C)C1 | / | -5 | 0
Cc1nc(C(=O)N2CCCC(c3nc(C(C)C)no3)C2)cs1 (stereo not given) | / | -4 | 7
O=C(c1[nH]cnc1-c1ccccc1)N1C[C@H]2CC=CC[C@H]2C1 | -17 | -5 | 27
COc1ccc(S(=O)(=O)N2CCN(c3nc(C)nc(C)c3Cc3cccc(C)c3)CC2)cc1 | -7 | -4 | 4
CCCCCCNC(=O)c1cc(-c2ccccc2F)nn1-c1ccc(OC)cc1 | -4 | -6 | -6
Cc1ccc2nc(C3CCCN3Cc3nnc(C)s3)[nH]c2c1 (stereo not given) | / | -4 | 4
O=C(c1cc(F)ccc1F)N1CCC(c2nc(-c3c(Cl)cccc3Cl)no2)CC1 | -6 | -8 | 5
NC(=O)CCn1ccc(NC(=O)/C=C/c2cccc(F)c2)n1 | / | 0 | 8
NS(=O)(=O)c1ccc2[nH]c(=O)c3n[nH]c(=O)n3c2c1 | / | 4 | 11
O=C(CCn1cncn1)NCc1ccc(Cl)cc1Cl | -5 | -6 | 0
CCCCc1ccc(N=Cc2c(C)c(C#N)c(=O)n(CCCC)c2O)cc1 | / | -3 | 16
Cc1ccc(-c2csc(-c3nnn(-c4ccccc4)c3C)n2)cc1 | -7 | -6 | /
N#CC1=C(N2CCOCC2)N=P(c2ccccc2)(c2ccccc2)N=C1c1ccccc1 | / | -5 | 0
OC(c1cccnc1)c1nc(/C=C/c2ccc(C(F)(F)F)cc2)cs1 (stereo not given) | / | -6 | 5
CC1=CC(C)(C)N(S(=O)(=O)c2ccc(F)cc2)c2ccc(C)cc21 | -6 | -12 | 20
Cc1nc2ccc(C(=O)N3CCc4c(cnc(C)c4CNC(=O)Cc4ccsc4)C3)cc2nc1C | -11 | -4 | 1
CCC(C)C(N)C(=O)Nc1nnc(-c2ccc(Br)cc2)s1 (stereo not given) | / | -2 | 16
CCN(CC)S(=O)(=O)c1ccc(F)c(C(=O)NC2(C(=O)O)CCCCC2)c1 | / | -3 | 2
Clc1ccc(-c2[nH]ncc2Br)cc1 | / | 2 | -3
O=S(=O)(c1ccc(F)cc1Cl)N1CCN(c2nccc(-c3cccc(C(F)(F)F)c3)n2)CC1 | -6 | -4 | 13
CC1=NN(c2cccc(C(=O)O)c2)C(=O)/C1=C\c1ccc(-c2cc([N+](=O)[O-])ccc2O)o1 | 8 | 5 | -17
Cn1cc(S(=O)(=O)NC(=O)c2cnc(-c3ccccc3)nc2)cn1 | / | -7 | 8
COc1cccc(-c2cc(C(=O)Nc3ccc(F)cc3)n3nc(C(C)(C)C)cc3n2)c1 | -10&-9 | -2&-10 | 16&-9
Cc1cc(CC(C)NC(=O)c2cnc(N(C)C)nc2C)n[nH]1 (stereo not given) | / | -6 | -6
CCC(=O)N(CCN1CCOCC1)Cc1csc(COc2ccccc2C)n1 | 3 | 3 | -3
Cc1cccc2sc(NC(=O)C3(c4ccccc4)CC3)nc12 | -6 | -1 | 8
Cc1ccc(C)c(OCc2cc(C(=O)N3CCN(c4cnccn4)CC3)no2)c1 | / | 1 | 4
CC(C)C(=O)Nc1nn(Cc2ccc(Oc3ccccc3)cc2)c2ccccc12 | -4 | -4 | 9
C#C[C@]1(OC(C)=O)CC[C@H]2[C@@H]3CCC4=CC(=O)CC[C@@H]4[C@H]3CC[C@@]21C | / | -1 | -9
CCOC(=O)N1CCN(C(=O)c2ccc3c(c2)C(=O)c2ccccc2-3)CC1 | / | -9 | 12
O[C@@H]1CN(Cc2ccccc2Cn2cccn2)CC[C@H]1c1ccc(F)cc1 | / | -1 | 0
Cc1cnc(C(=O)O)c[n+]1[O-] | / | -1 | 10
CC(=O)Nc1ccc(CN(C)c2c(C)nc3ccc(C(=O)N4CCN(C(C)=O)CC4)cn23)cc1 | -5 | -4 | 12
CSc1ncc(CN2CCC(CO)(Cc3ccccc3Cl)CC2)cn1 | / | -3 | 18
COc1ccccc1-n1c(=O)c2ccccc2n(Cc2ccc(C(=O)NCc3ccccn3)cc2)c1=O | -2 | -2 | 4
Cc1noc2nc(-c3ccc(F)cc3)cc(C(=O)Nc3cc(F)cc(F)c3)c12 | -6 | -4 | 1
CCCS(=O)(=O)N1CCN=C1SCc1ccccc1C | -10 | -13 | 44*
O=C(c1ccc(N2C(=O)CCC2=O)cc1)N(Cc1ccccn1)c1nc2ccccc2s1 | -8 | -10 | -1
CC(C)c1noc(-c2ccc(N3CCCC3c3ccccn3)nc2)n1 (stereo not given) | -8 | -6 | 0
CCN1CCC(C(=O)NC(C)c2cccc3ccccc23)CC1 (stereo not given) | -3 | -2 | 15
O=C(NCc1ccc(F)cc1)c1cc(NC(=O)C(Cl)Cl)ccc1N1CCCC1 | -8 | -1 | 6
CCN(CC)C(=O)Oc1ccc2c(ccn2Cc2ccccc2C#N)c1-c1ccc(OC)cc1 | -9 | -10 | 17
CC(C)(C)P(=Nc1cccc([N+](=O)[O-])c1)(c1ccccc1)N1CCCCC1 (stereo not given) | / | -4 | -3
O=C(CCNC1CCCN(c2cccnn2)C1)N1CCOCC1 (stereo not given) | / | -8 | -1
Cc1ccc(C(=O)NCC(C)(C)N2CCN(C)CC2)cc1C | / | 1 | -27
CCCCc1nc(Cl)c(CO)n1Cc1ccc(-c2ccccc2-c2nn[nH]n2)cc1 | / | -6&0 | -9&-10
COc1ccc(-c2cc3c(SCC(=O)Nc4c(C)cccc4C)nccn3n2)cc1 | -9 | -6 | -2
CCOC(=O)NC(=O)c1cn(CCN(C)C)c(=O)[nH]c1=O | / | -2 | 3

# Filtered by structure, those above containing a CF3 group.
SMILES | mcGAS inh | hcGAS lum | NPYLR7 agonist
C/C(=N/Nc1nc(-c2ccc(Br)cc2)cs1)C(F)(F)F | -6 | -6 | -5
Cc1onc(-c2c(Cl)cccc2Cl)c1C(=O)Nc1cccc(C(F)(F)F)c1 | 0 | -6 | -5
OC(c1cccnc1)c1nc(/C=C/c2ccc(C(F)(F)F)cc2)cs1 (stereo not given) | / | -6 | 5
O=S(=O)(c1ccc(F)cc1Cl)N1CCN(c2nccc(-c3cccc(C(F)(F)F)c3)n2)CC1 | -6 | -4 | 13

# (cont.)
SMILES | mcGAS inh | hcGAS lum | NPYLR7 agonist
C=CCOC(=O)C1=C(C)OC(=N)C(C#N)C1c1c(C)nn(-c2ccccc2)c1Cl (stereo not given) | -3 | -2 | -4
Cn1cccc1C(=O)NC(=O)CN1CCCCCC1 | -8 | -9 | 10
O=C(NCc1cccs1)c1cn(Cc2ccc3c(c2)OCO3)c(=O)s1 | / | -6 | 10
CCOC(=O)N1CCN(C(=O)CSc2ncnc3c2nnn3C)CC1 | / | -7 | 1
CC1(C)CC(=O)C=C(NCC2CCN(C(=S)Nc3ccccc3)CC2)C1 | / | -7 | -5
C=CCOCC(O)CN(Cc1ccco1)Cc1c(-c2ccccc2)noc1N1CCOCC1 (stereo not given) | -1 | 4 | -7
C=CC(C)(O)CN(CCC(C)C)Cc1cccc(C)c1 (stereo not given) | -5 | -3 | 0
C=CCn1c2nc3ccccc3nc2c2c(=O)n(Cc3ccco3)cnc21 | / | -3 | -3
CCc1ccc(N2CC(C(=O)NC(C)(C)C)CC2=O)cc1 (stereo not given) | / | 0 | -2
CC(=O)c1cc(F)ccc1OCC(=O)Nc1ccc(OC(F)F)cc1 | / | -1 | 1
Oc1ccc(Br)cc1-c1nnco1 | / | 1 | 4
Cc1cccc(N2CCN(CC(O)c3ccccc3Cl)CC2)c1 (stereo not given) | -9 | -18&2 | 2&1
CCN1C(=Cc2cc(C)[n+](CCO)c(C)c2)Sc2ccccc21 | -1 | 2 | 46
